# Compound activity from PubChem BioAssay.
# Anthrax LF inh2 = anthrax lethal factor protease inhibition; P15917; multiplex microsphere protease cleavage assay, LF; inhibition, % at 10 µM; 360,000 tested, 0.12% active; note: plate controls were buffer without enzyme for full effect and enzyme alone for no effect
# Target sequence (P15917 whole entry, looked up): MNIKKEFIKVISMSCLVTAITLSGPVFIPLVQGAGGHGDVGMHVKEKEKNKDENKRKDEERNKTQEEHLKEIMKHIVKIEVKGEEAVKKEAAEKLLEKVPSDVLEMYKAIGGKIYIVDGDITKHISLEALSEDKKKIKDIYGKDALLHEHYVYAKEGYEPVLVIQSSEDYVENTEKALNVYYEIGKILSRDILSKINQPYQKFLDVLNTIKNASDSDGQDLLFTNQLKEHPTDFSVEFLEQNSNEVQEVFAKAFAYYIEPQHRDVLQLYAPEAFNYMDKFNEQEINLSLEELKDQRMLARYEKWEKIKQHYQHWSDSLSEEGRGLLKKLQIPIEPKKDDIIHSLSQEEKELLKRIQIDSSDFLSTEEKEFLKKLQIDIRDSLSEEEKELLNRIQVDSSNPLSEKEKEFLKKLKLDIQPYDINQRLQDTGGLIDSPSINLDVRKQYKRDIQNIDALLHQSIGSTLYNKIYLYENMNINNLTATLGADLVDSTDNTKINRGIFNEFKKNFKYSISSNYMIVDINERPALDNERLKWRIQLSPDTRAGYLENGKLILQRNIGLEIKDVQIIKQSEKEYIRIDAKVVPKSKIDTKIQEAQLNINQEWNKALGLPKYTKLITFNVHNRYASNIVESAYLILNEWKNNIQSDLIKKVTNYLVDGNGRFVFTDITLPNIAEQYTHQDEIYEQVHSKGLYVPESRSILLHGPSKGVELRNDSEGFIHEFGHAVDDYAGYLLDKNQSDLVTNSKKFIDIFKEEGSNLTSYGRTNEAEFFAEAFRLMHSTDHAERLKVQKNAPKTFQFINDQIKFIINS
# PfHsp40 yeast = rescue of PfHsp40-mediated yeast toxicity | S. cerevisiae expressing PfHsp40, growth rescue, ATP luminescence | growth rescue, % at 12.5 µM | 340,000 tested, 0.68% active | AID 504582; in the data active = growth rescue above about 28%, passing the limit was not always enough; inconclusive = no clear call, values can overlap the other calls;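 note: yeast W303a lacking pdr1 and pdr3 grown in galactose medium; growth measured after three days at 30 °C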
# PrPC surface inh = reduces human prion protein on the cell surface | inhibition, % at 13.8 µM | AID 720596 | 370,000 tested, 0.43% active | cell surface PrPC, TR-FRET read-out; in the data active = inhibition above about 24%; note: 0% = median of the test wells and 100% = reference compound wells
# BoNT F protease = inhibitors of Botulinum neurotoxin F light chain protease | inhibition, % at 10 µM | Multiplex microsphere protease cleavage assay, flow cytometry | 360,000 tested, 0.22% active; in the data active = inhibition above about 35%, passing the limit was not always enough; inconclusive = no clear call, values can overlap the other calls; note: plate controls were buffer without enzyme for full effect and enzyme alone for no effect
# CCHFV vOTU inh = blocks the CCHF virus ovarian tumor domain protease | CCHFV vOTU protease, Pep-AMC fluorescence | inhibition, % at 11.5 µM | 370,000 tested, 0.55% active | AID 651958; in the data active = inhibition above about 30%; note: 0% = vehicle wells with enzyme and 100% = no enzyme wells
# TcdB GH inh = TcdB glycohydrolase inhibition; P18177; TcdB glycohydrolase enzymatic assay, plate reader; inhibition, % at 9.99 µM; AID 652162; 350,000 tested, 0.24% active; in the data active = inhibition above about 10%
# FadD28 binding = inhibitors of Mycobacterium tuberculosis FadD28 bisubstrate binding | FadD28 bisubstrate probe binding, fluorescence polarization | inhibition, % at 12.5 µM | 360,000 tested, 0.22% active; in the data active = inhibition above about 8.5%, passing the limit was not always enough; inconclusive = no clear call, values can overlap the other calls
# BoNT A protease = BoNT A light chain protease inhibition | multiplex microsphere protease substrate cleavage, flow cytometry | inhibition, % at 10 µM | 360,000 tested, 0.17% active | AID 588499; note: plate controls were buffer without enzyme for full effect and enzyme alone for no effect
# Yp Topo-I inh = blocks Yersinia pestis topoisomerase I activity; Y. pestis Topo-I cleavage product accumulation, plate reader; activity, % at 10 µM; 360,000 tested, 0.064% active; AID 504884; in the data active = activity above about 50%, passing the limit was not always enough; inconclusive = no clear call, values can overlap the other calls; note: inactives centre near 2
# An asterisk follows results filed as active; ? = inconclusive; nt = no result given; & = joins results of further samples. Cut-off read from the data, not from the text of the source, unless noted: active = inhibition above about 30%; inconclusive = no clear call, values can overlap the other calls; inactive = below that.
SMILES,Anthrax LF inh2,PfHsp40 yeast,PrPC surface inh,BoNT F protease,CCHFV vOTU inh,TcdB GH inh,FadD28 binding,BoNT A protease,Yp Topo-I inh
COc1ccc2sc(N3C(=O)C4CC=C(C)CC4C3=O)nc2c1 (configuration not stated),-3,-1.9,-1,-8,7,nt,-3.1,-0.9,4
Cc1nn2c(-c3ccccn3)ccnc2c1Br,0,-1.4,-12,-3,-10,0.9,-0.7,0.7,-11
COC(=O)C1=C(C)NC(=S)NC1c1sccc1C (configuration not stated),0,0.2,2,-2,1,-0.9,-2.6,-1.3,4
Cc1cc(C(=O)N2CCC2(C)C(=O)NCC(C)(C)C)nn1C (configuration not stated),2,nt,-1,4,10,-0.6,-1.7,0.2,0
N#CCCN(Cc1ccccc1)C(C(=O)NC1CCCCC1)C1CC1 (configuration not stated),14,nt,0,1,-1,-0.3,-1.6,-0.4,nt
CN(CC(=O)NCc1ccccc1Cl)CC(=O)Nc1cccc(F)c1,0,-0.1,-3,-6,-5,1.2,0.2,-0.7,-8
COc1ccccc1-c1csc(C(O)c2ccc(F)cc2)n1 (configuration not stated),-2,nt,-4,2,1,0.1,-1.2,-0.3,15
Cc1ccc(-c2csc3ncnc(SCC(=O)NCC4CCCO4)c23)cc1 (configuration not stated),-2,-0.5,2,-3,-2,-1.8,nt,-1.8,15
Cc1c(C)n(CC(O)CN(CCO)CCO)c2ccccc12 (configuration not stated),1,-1.7,1,-14,-12,-0.4,-0.4,0.2,0
COc1cc(NC(=S)NCCO)c(OC)cc1Cl,nt,0.2,-1,nt,-14,0.2,-4.3,nt,-4
Cc1ccccc1N1CCN(CCCCN2C(=O)C3CCCN3C2=O)CC1 (configuration not stated),0,-0.6,3,-2,-7,nt,0.4,-1.3,0
Cn1c(SCC(=O)NC2CCCCC2)nnc1-c1cc2ccccc2o1,3,3.1,2,?,11,nt,-4.4,1.6,16
Cc1ccc(Cl)cc1N1CCN(C(=O)Cc2ccc(-n3c(=O)[nH]c4ccsc4c3=O)cc2)CC1,1,1.2,-5,-5,4,9.3,-1.6,-0.8,38
COc1ccc(Cc2nc3ccc(C(=O)NCCCSC)cc3o2)cc1OC,13,-0.7,0,?,-5,0.7,-3.4,6.0,15
COc1ccc(N(C(=O)CNC(=O)c2cccs2)C(C(=O)NC2CCCC2)c2ccncc2)cc1 (configuration not stated),1,-0.4,5,-1,29,-8.5,-3.3,0.5,10
COc1ccc(OCC(=O)NC2CCCN(Cc3ccc(Cl)cc3)C2)cc1 (configuration not stated),0,-0.7,9,1,-1,-4.0,-0.7,-0.7,32
COc1cccc(NC(=O)CN(C)S(=O)(=O)c2ccc3c(c2)CCC(=O)N3)c1,3,1.5,nt,-3,nt,nt,-3.1,-0.8,2
O=C(NCc1ccc(Cl)cc1)C1CCN(S(=O)(=O)c2ccc(N3CCCC3=O)cc2)CC1,-1,1.4,2,-8,3,1.1,-0.9,-2.6,31
Cc1cc(Cl)c2ccc3ccccc3c2n1,-3,-0.5,-1,0,-18,0.5,-1.9,-0.8,-8
Cc1ccc(NC(=S)NCCC(c2ccccc2)c2ccccc2)c(C)c1,0,0.9,6,-22,-2,nt,-2.9,-0.8,24
COc1ccc(C(=O)CCNc2ccc3c(c2)OCCO3)cc1,-11,0.2,4,-2,6,0.1,1.6,-1.7,3
CC(OC(=O)c1ccc([N+](=O)[O-])s1)C(=O)Nc1ncc(Cl)cc1Cl (configuration not stated),0,-0.9,-4,0,23,nt,-2.4,-0.1,3
OC(c1ccc2c(c1)OCO2)c1nccc2ccccc12 (configuration not stated),4,0.5,-5,-1,18,-0.1,-0.4,-0.5,-4
CCOC(=O)c1ccc(NC(=O)CC2SC(=NC)N(C)C2=O)cc1 (configuration not stated),-5,0.1,4,2,1,nt,-4.2,-0.3,-11
O=C(O)CSc1nc2ccccc2o1,7,-1.1,5,2,-5,nt,0.1,1.3,9
O=C(NCc1ccco1)C1CC(c2ccc(C(F)(F)F)cc2)=NO1 (configuration not stated),5,-0.1,13,-3,-2,0.6,-0.6,-0.6,4
CCN1CCN(CC(=O)N2N=C(c3cccs3)CC2c2ccc(F)cc2)C(=O)C1=O (configuration not stated),-1,-1.2,-16,-2,-4,1.1,-4.3,-0.6,7
COc1ccc(C(=O)N2CCC(n3nnc4cc(F)ccc43)CC2)cc1OC,0,0.4,-8,-10,-1,0.4,-2.8,-0.1,-8
O=C1C=C(NC2=CC3OC(c4ccccc4)OCC3OC2=O)CCC1 (configuration not stated),1,-0.8,-1,6,-20,0.8,-4.9,0.4,-1
O=C(NCCCl)C1Cc2c(ccc3ccccc23)O1 (configuration not stated),-10,1.9,-3,-19,-3,1.9,-2.1,-2.7,-1
Cc1ccc(-n2cc[nH]c2=S)c(C)c1,0,-0.6,-3,10,-9,0.7,0.2,-0.5,1
Nc1c2c(nn1-c1ccc(C(=O)O)cc1)CNC2,3,nt,10,-37,8,-0.6,-0.8,-0.2,-5
Cc1ccc(S(=O)(=O)N(C)C[C@@H]2OCCCC[C@H](C)Oc3ccc(NC(=O)Nc4ccc(F)cc4)cc3C(=O)N([C@H](C)CO)C[C@H]2C)cc1,2,nt,7,-4,16,-0.7&-0.6,-8.5,-0.7,23
Cn1cc(Br)c(C(=O)NNC(=O)Nc2ccccc2C(F)(F)F)n1,-6,-2.8,2,-6,0,0.5,0.4,-0.2,10
C=C1N(c2ccc(Cl)cc2)C(=O)OC1(C)C,-17,8.8,5,-1,1,nt,-0.9,0.6,5
Cc1nc2nc[nH]n2c(=O)c1CCC(C)C,2,-1.6,2,16,-9,nt,-0.8,1.5,8
COc1cc(OC)cc(C(=O)Nc2ccc(Nc3ccccc3)cc2)c1,-9,-0.5,1,?,3,0.4,6.4,2.5,-18
Cn1c(SCC(=O)NNC(=S)Nc2ccccc2)nnc1-c1ccccc1,2,0.2,-12,?,0,-2.5,-4.8,1.2,-1
Cc1ccc(CNC(=S)N(C)C)cc1,nt,-0.4,0,nt,-12,-0.1,-3.2,nt,-1
O=C(CSc1nnc2n1CCCCC2)NCc1ccccc1,-6,nt,0,-7,-6,-0.4,-1.2,-0.4,-1
CN1CCN(c2nccc3c2ncn3C)CC1,1,0.3,5,4,13,nt,-2.6,-0.4,4
COc1ccc(CC(=O)OCC(=O)Nc2ccc(Br)cc2)cc1,0,-1.5,6,-2,-6,0.9,-0.6,0.0,4
O=C(NNC(=O)c1ccc2ccccc2c1)c1ccc(Cl)cc1,0,-1.1,0,2,-4,-0.5,0.0,-0.4,-6
O=C(N/C(=C\c1ccccc1)C(=O)N1CCCCCC1)c1ccccc1,-2,-0.2,2,-4,21,-0.9,0.1,-1.1,14
COc1ccc(-c2ccc3oc(-c4ccc(OC)cc4)c(C#CC4(O)CCCCC4)c3c2)cc1,-3,-1.2,7,5,3,nt,-5.4,0.5,-3
COc1ccccc1Cn1c(=S)[nH]c2cc(C(=O)N3CCCC(C)C3)ccc2c1=O (configuration not stated),-4,nt,-1,-3,-6,0.9,-1.1,-0.2,7
CC(C)(C)n1nnnc1C(c1ccccc1)N1CCN(c2ncccc2C(F)(F)F)CC1 (configuration not stated),3&6,nt,-3&11,-3&9,10&8,1.1&2.3,nt,-0.2&-0.1,nt
O=C(Cc1ccc(Cl)c(Cl)c1)Nc1cccnc1,1,-0.1,9,1,-13,0.9,-3.8,-1.2,-7
CCc1noc(C)c1C(=O)Nc1nnc(CC(C)C)s1,6,-0.9,4,-9,-11,1.5,-4.4,-4.4,-3
O=C(CCl)N(c1ccc(Cl)cc1)c1c[nH]c2ccccc12,?,0.0,3,-6,6,nt,-3.4,-1.7,3
CCN(CC)C(=O)c1cn(C)c(=O)c2cc(OC)c(OC)cc12,5,0.2,0,-1,20,nt,-3.3,0.4,5
CCOC(=O)c1cccc(NC(=O)CNS(=O)(=O)c2cccs2)c1,1,-0.2,5,-4,0,nt,-1.4,0.1,-3
COc1cc(OC)c(C2N(c3ccccn3)C(=O)C3CCCN32)cc1OC (configuration not stated),8,0.0,-8,-11,-14,nt,0.4,-0.5,3
Cc1ccccc1C(=O)Nc1ccc(S(=O)(=O)Nc2onc(C)c2C)cc1,-6,0.4,4,-3,-2,-7.2,-1.0,-0.7,1
COC(=O)c1ccc(OCCOc2ccc(C(=O)OC)cc2)cc1,-6,-2.0,3,6,9,nt,-0.7,-0.1,6
COc1ccc(-c2nc3c([nH]2)c(=O)n(C)c(=O)n3C)c(OC)c1,-1,-0.1,9,3,-9,nt,-0.6,0.9,6
CC(C)(C)Cc1c(C2CCCCC2)nc2ccc(Cl)cn12,2,nt,-6,-2,-6,0.0,-3.2,-0.6,nt
Cc1cc(C)c(S(=O)(=O)Nc2ccc(-c3cn4ccccc4n3)cc2)c(C)c1,-1,-0.5,6,-16,7,nt,-2.5,-0.8,10
Cc1ccc2c(c1)[C@H]1[C@H](CO2)[C@H](c2ccccc2)[C@]2(C)C(=O)Nc3cc(F)ccc3C(=O)N12,5,1.1,24,0,6,-4.3,-4.6,0.5,10
O=C(Nc1nonc1-c1ccc(Cl)cc1)c1ccco1,0,3.7,-1,-6,2,2.5,-1.7,-0.2,-2

# Next section
SMILES,Anthrax LF inh2,PfHsp40 yeast,PrPC surface inh,BoNT F protease,CCHFV vOTU inh,TcdB GH inh,FadD28 binding,BoNT A protease,Yp Topo-I inh
NS(=O)(=O)c1ccc(NC(=O)c2ccc(S(=O)(=O)N3CCCCC3)cc2)cc1,-6,0.9,3,0,4,-2.1,0.2,0.1,3
CN1CC(=O)N(CC(=O)Nc2ccc(N(C)C)cc2)c2ccccc2C1=O,1,0.8,1,-10,25,nt,-0.8,0.2,-11
COc1cc(C2C3=C(Nc4nc(N)[nH]c(=O)c42)c2ccccc2C3=O)ccc1O (configuration not stated),-7,0.0,-40,3,27,-2.5,-1.8,0.9,-14
COc1cccc(NS(=O)(=O)c2c(C)nc3sccn3c2=O)c1,7,0.3,-9,2,14,2.1,-0.2,3.9,15
O=C(O)CC1S/C(=N/N=C/C2CC=CCC2)NC1=O (configuration not stated),-2,2.3,1,4,-7,-0.9,-3.2,0.6,1
Cc1ccc(S(=O)(=O)Oc2ccc(/C=C(/NC(=O)c3ccccc3)C(=O)Nc3ccccc3)cc2)cc1,-7,-1.5,0,-10,22,nt,-0.7,-0.5,14
COC(=O)Nc1ccc(Cc2ccncc2)cc1,-2,1.3,11,-4,0,-1.1,-0.3,-0.2,2
COc1ccc(C(=O)NNc2ccccc2)cc1OC,0,-0.3,22,-4,-7,-5.7,0.7,-1.3,-2
OCCN1CCN(c2nc(NCc3ccco3)c3ccccc3n2)CC1,1,-0.4,-6,1,1,nt,1.7,0.5,1
CC(C)C(=O)C1=Cc2cc([N+](=O)[O-])ccc2OC1N1CCOCC1 (configuration not stated),-25,1.7,8,?,13,0.6,-1.3,-3.8,2
COC(=O)c1oc2ccc(Br)cc2c1NC(C)=O,-8,0.7,12,-3,2,1.1,-4.4,-0.8,0
CCCCOC(=O)c1ccc(NC(=O)COC(=O)C2CC2C)cc1 (configuration not stated),-2,nt,11,1,2,-0.7,-2.2,-0.1,13

# Record cards, as listed above. Order of values: Anthrax LF inh2, PfHsp40 yeast, PrPC surface inh, BoNT F protease, CCHFV vOTU inh, TcdB GH inh, FadD28 binding, BoNT A protease, Yp Topo-I inh
# O=C1C=C(NC2=CC3OC(c4ccccc4)OCC3OC2=O)CCC1 (configuration not stated) across the screens: 1, -0.8, -1, 6, -20, 0.8, -4.9, 0.4, -1
# Cc1c(C)n(CC(O)CN(CCO)CCO)c2ccccc12 (configuration not stated) across the screens: 1, -1.7, 1, -14, -12, -0.4, -0.4, 0.2, 0
# Cn1c(SCC(=O)NC2CCCCC2)nnc1-c1cc2ccccc2o1 across the screens: 3, 3.1, 2, ?, 11, nt, -4.4, 1.6, 16
# Cc1ccc(-n2cc[nH]c2=S)c(C)c1 across the screens: 0, -0.6, -3, 10, -9, 0.7, 0.2, -0.5, 1
